SR-BI DiI inh: inhibitors of mouse SR-BI mediated HDL lipid uptake; hit rate 0.96% among 320,000; inhibition, % at 12.5 µM; Q61009; AID 488896; ldlA[mSR-BI] CHO cells, DiI-HDL uptake fluorescence, 3 h;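 active = mean replicate inhibition of at least 70% and a set share of replicates each scoring 70 or more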;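 note: 0% = median of neutral control wells and 100% = median of positive control wells; values of inactives mirror those of a sister screen read the other way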
MITF TRPM1 HTS: MITF TRPM1 promoter activation in melanoma cells | activation, % at 12.5 µM | SK-MEL-5 TRPM1-promoter luciferase, 24 h; % of positive control, neutral wells = 0 | AID 588334 | hit rate 0.75% among 300,000;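 active = mean activation of at least 80% with every replicate also reaching 80%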;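 note: 0% = neutral control wells and 100% = parthenolide positive control wells; values of inactives mirror those of a sister screen read the other way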
SR-BI uptake up: activators of SR-BI mediated HDL lipid uptake; CHO ldlA[mSR-BI] cells, DiI-HDL uptake fluorescence, 3 h; 100 = double the neutral-control signal; activation, % at 12.5 µM; hit rate 0.096% among 320,000; AID 504775;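 active = mean replicate activation of at least 60% and every replicate at or above 60%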;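 note: 0% = median plate neutral-control signal and 100% = twice that signal; values of inactives mirror those of a sister screen read the other way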
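System: LDL receptor-deficient CHO ldlA cells overexpressing murine SR-BI | Timing: 3 h uptake period with compound, 37 °C | Medium: HEPES-buffered (25 mM, pH 7.4) F12 plus 0.5% BSA | Dosing: Single-point compound dose | Signal: Bottom-read fluorescence, 550/595 nm | Read-out: Retained DiI signal reflecting DiI-HDL uptake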
NSD2 inh: inhibitors of human histone methyltransferase NSD2. O96028. NSD2 peptide methylation, AlphaScreen, 120 min. inhibition, % at 12.5 µM. hit rate 0.54% among 310,000; in the data active = inhibition above about 50%
Rtt109 HAT inh: C. albicans Rtt109 histone acetyltransferase inhibition; hit rate 0.16% among 330,000; purified Rtt109/Vps75, ThioGlo CoA-SH fluorescence, 4 h; Q5AAJ8; inhibition, % at 34.9 µM;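 active = inhibition of at least 50% in every replicate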
Target sequence (Q5AAJ8 whole entry, looked up): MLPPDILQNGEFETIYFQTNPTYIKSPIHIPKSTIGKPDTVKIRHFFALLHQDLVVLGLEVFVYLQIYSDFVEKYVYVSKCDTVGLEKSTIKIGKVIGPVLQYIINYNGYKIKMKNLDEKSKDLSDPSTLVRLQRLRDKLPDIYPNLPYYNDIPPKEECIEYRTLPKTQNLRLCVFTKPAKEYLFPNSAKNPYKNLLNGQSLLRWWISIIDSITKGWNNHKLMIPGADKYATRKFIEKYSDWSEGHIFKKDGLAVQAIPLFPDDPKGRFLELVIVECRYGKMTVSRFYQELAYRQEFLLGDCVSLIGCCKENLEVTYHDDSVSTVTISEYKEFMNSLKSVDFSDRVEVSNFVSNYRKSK
PvdQ inh: P. aeruginosa PvdQ acylase inhibition. purified PvdQ acylase, fluorescence plate reader. inhibition, % at 10 µM. hit rate 0.063% among 340,000; in the data active = inhibition above about 30%, passing the limit was not always enough;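 note: 0% = vehicle neutral wells and 100% = reference inhibitor wells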
CAL PDZ FP-1: blocks peptide binding to the human CAL PDZ domain; AID 602252; hit rate 0.92% among 300,000; Q9HD26; inhibition, % at 24.9 µM; purified CAL PDZ, TMR-peptide fluorescence polarization, 1 h;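 active = mean inhibition of at least 30% with at least half of replicates also reaching 30%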;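 note: 0% = DMSO neutral control and 100% = excess unlabeled competitor peptide PRC23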
CAL PDZ FP-2: inhibitors of human CAL PDZ peptide binding; inhibition, % at 20 µM; hit rate 0.02% among 330,000; purified CAL PDZ, TMR-peptide fluorescence polarization, 1 h; AID 504414;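 active = highest replicate inhibition of at least 40%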;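 note: plate controls were DMSO neutral control wells for no effect and unlabeled competitor peptide control wells for full effect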
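Test system: tagged CAL PDZ domain / Buffer or medium: sodium phosphate/NaCl buffer pH 7.4 with TCEP, IgG, Thesit / Reagent: TMR-labelled reporter peptide T*-PRC34 bound in PDZ groove / Compound dosing: single point, 20 µM / Schedule: 1 h incubation at room temperature before polarization reading / Technique: fluorescence polarization (mP) / Benchmarks: unlabelled peptide, DMSO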
dFosB activator: mouse delta FosB homodimer activation; hit rate 0.99% among 340,000; activation, % at 25 µM; P13346; purified delta FosB, TAMRA-CDK5 oligo fluorescence polarization; percent of positive-control signal above neutral wells;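 active = mean activation above about 17%, with every replicate also reaching it, limit read from the data, passing the limit was not always enough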;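 note: fluorescence polarization rise as delta FosB binds a TAMRA Cdk5 AP-1 oligo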
Target sequence (P13346 whole entry, looked up): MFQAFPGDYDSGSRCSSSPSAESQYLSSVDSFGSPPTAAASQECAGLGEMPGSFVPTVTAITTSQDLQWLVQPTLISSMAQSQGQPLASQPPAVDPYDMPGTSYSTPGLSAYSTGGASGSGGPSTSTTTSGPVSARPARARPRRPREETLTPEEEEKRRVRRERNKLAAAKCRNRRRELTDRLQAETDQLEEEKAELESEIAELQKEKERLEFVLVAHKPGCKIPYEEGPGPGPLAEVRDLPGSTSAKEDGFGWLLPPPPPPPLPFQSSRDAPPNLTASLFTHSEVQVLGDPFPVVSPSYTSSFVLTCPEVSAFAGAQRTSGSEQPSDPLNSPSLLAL
PfHsp90 yeast 2: growth inhibition of yeast expressing Plasmodium Hsp90; S. cerevisiae expressing PfHsp90, BacTiter-Glo ATP, 48 h; yeast lacking PDR1 and PDR3 efflux regulators; hit rate 0.32% among 310,000; inhibition, % at 9.4 µM; AID 504621;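 active = every replicate shows inhibition above about 80%, whatever the replicate mean, limit read from the data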;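 note: 0% = DMSO neutral controls and 100% = 20 µM radicicol positive controls; yeast relying on Plasmodium falciparum Hsp90 in place of its own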
* hit, by the source's call; · = no result given.

Structure,SR-BI DiI inh,MITF TRPM1 HTS,SR-BI uptake up,NSD2 inh,Rtt109 HAT inh,PvdQ inh,CAL PDZ FP-1,CAL PDZ FP-2,dFosB activator,PfHsp90 yeast 2
Cc1nnc(NC(=O)CSC2CCCCC2)s1,-12,·,12,·,-10,-10,-3,0.4,-3,-22
Cn1c(CNC(=O)c2ccccc2)nnc1SCC(=O)Nc1nccs1,-20,5,20,-1,2,-13,-1,-0.2,3,-18
C[C@H](CO)N1C[C@H](C)[C@H](CN(C)S(=O)(=O)c2cn(C)cn2)Oc2ccc(NC(=O)Nc3ccc(C(F)(F)F)cc3)cc2CC1=O,-2,-22,2,·,2,-17,-4,-1.9,-3,18
COc1ccc(C(=O)Nc2cc(C)nn2-c2cccc(F)c2)cc1,18,-3,-18,-1,-2,-8,-1,-0.1,3,-14
Cc1cccc(C)c1-n1c(C)nn(CCOc2ccccc2)c1=O,-6,0,6,-5,9,-20,-5,-4.1,-2,·
Fc1ccccc1N=C1NN=C(c2ccccc2)CS1,21,50,-21,6,2,-9,-1,-0.7,-6,·
CCC(=O)NNC(=O)c1c(O)c2ccccc2[nH]c1=O,-26,-2,26,-9,-24,-23,0,0.3,3,-7
COc1ccc(C2=NN(C(=O)CCC(=O)O)C(c3ccccc3F)C2)cc1 (configuration not stated),-14,9,14,-6,-2,-7,2,-1.7,1,4
CC1(C)Cn2c(nc(=O)c3c2NCN(CCc2ccccc2)C3)S1,-15,0,15,·,-6,-8,0,-0.3,-3,·
O=c1c2c(nc3c(-c4ccc(Cl)cc4)c[nH]n13)CCC2,-6,-34,6,-5,-7,7,0,-0.9,-12,-29
O=C(Nc1ccccc1C(=O)O)c1ccc2ccccc2n1,-15,13,15,2,-2,-4,-29,·,-18,-33
Cc1ccc(SCCC(=O)NC2CC2)cc1,0,8,0,0,-1,8,-1,0.4,6,12
O=C(Nc1cc(C(F)(F)F)ccc1-n1cncn1)C1CC1,-17,7,17,0,0,-7,-3,-2.5,7,·
CCCCNCCS(=O)(=O)NCc1ccc(OC)cc1,-18,3,18,·,-6,-8,0,0.5,-4,17
COc1cc2c(cc1OC)CN(c1ncccc1[N+](=O)[O-])CC2,44,93*,-44,16,·,-7,-7,-0.7,-6,-10
O=C(NC1CCN(Cc2ccccc2)CC1)c1ccccc1OCc1ccccc1Cl,12,5,-12,-2,10,-7,·,-2.1,-3,18
CC1(C)CC(=O)N(c2cccc(C(F)(F)F)c2)C(=O)C1,3,10,-3,-4,-2,-4,-5,0.1,-18,-7
Cc1ccc(S(=O)(=O)NCC(=O)Nc2cccc([N+](=O)[O-])c2)cc1,14,-11,-14,42,-4,-11,-4,-4.3,6,16
COc1ccc(/C=C/C(=O)c2ccc(OC)cc2OC)c(OC)c1,53,3,-53,·,1,11,-2,-0.4,-8,5
COc1cc(Cl)ccc1S(=O)(=O)n1nc(C)cc1C,19,3,-19,2,-3,-12,-1,0.7,4,-14
Cc1cccc(C)c1NC(=S)N(CCN(C)C)C(C)c1ccccn1 (configuration not stated),1,0,-1,-6,7,-1,12,-0.4,-1,5
Cc1ccc(NC(=O)C2C3C=CC4(O3)C2C(=O)N(CCN2CCOCC2)C4C(=O)NC2CCCCC2)cc1C (configuration not stated),·,5,·,-1,-4,-4,-2,-0.1,-8,17
Cc1ccc(C)n1-c1ccc(N2CCOCC2)cc1,11,-9,-11,3,-3,4,-3,-0.3,-11,16
COC(=O)c1sc(SC)c2c1CC(C)(C)C/C2=N/O,20,·,-20,1,4,-8,2,-1.4,-2,3
CC(C)c1nnc(NC(=O)CCc2ccccc2)s1,2,29,-2,-1,-1,-4,-3,-0.7,2,-7
CC(=O)N1CCOc2ccc(S(=O)(=O)Nc3cccc(C)c3)cc21,-18,-9,18,-6,-10,-13,-5,-2.6,-8,0
COc1ccccc1N1CCN(CC(O)COc2ccc(C)c(C)c2)CC1 (configuration not stated),23,3,-23,4,-1,5,2,-2.0,2,-9
CCOC(=O)C1(Cc2ccccc2C)CCCN(C(=O)CCn2nccc2C)C1 (configuration not stated),-10,-1,10,4,17,-2,-6,-1.3,-4,-10
COc1cc(/C=N/NS(=O)(=O)c2ccc3ccccc3c2)ccc1OCc1ccc(C(=O)O)cc1,·,-61,·,9,2,-5,8,-0.9,-10,18
NCC(=O)NCC(=O)NC[C@H]1O[C@@H](n2cnc3c(N)ncnc32)[C@H](O)[C@@H]1O,-6,20,6,·,-3,-18,0,0.4,3,2
COc1cc(NC(=O)NCC2CCN(Cc3ccccc3C)CC2)cc(OC)c1OC,-12,13,12,1,-33,-9,-5,-2.1,-7,-4
CCOC(=O)C1CCN(C(=O)CCC2CCCC2)CC1,-9,-8,9,-2,-2,1,-5,-10,-3,11
CCn1cc(C2=NOC(C(=O)Nc3c(C)nn(Cc4ccc(F)cc4)c3C)C2)c(C)n1 (configuration not stated),-2,-8,2,·,1,-15,·,-0.8,-2,-6
CCOC(=O)c1c(CN2CCCCC2C)oc2ccc(OC)cc12 (configuration not stated),-5,12,5,8,-9,-9,-2,-0.2,-9,-6
O=C(N/N=C/c1cc([N+](=O)[O-])ccc1O)Nc1ccccc1,23,13,-23,-1,-1,-3,4,-0.7,-5,-29
CCOC(=O)c1c(C)[nH]c(C(=O)COC(=O)CSCC(=O)N(CC)CC)c1C,-8,-26,8,-1,8,-11,-3,-0.9,-5,11
Cc1ccc2cc3c(N)c(C(=O)N4CCOCC4)sc3nc2c1,-22,11,22,4,11,-14,53*,0.4,-9,-14
CN(C)CCCNC(=S)N1CCC(c2nc3ccccc3[nH]2)CC1,7,0,-7,1,-6,-1,-2,0.4,-2,16
Cc1ccc(S(=O)(=O)NC(C(=O)Oc2ccc3c(C)c(Cl)c(=O)oc3c2)c2ccccc2)cc1 (configuration not stated),17,-1,-17,0,-384,-8,-3,-2.5,-2,11
COCCCNC(=O)CCn1c(=O)c2ccccc2n(CC(=O)NCCc2ccc(OC)c(OC)c2)c1=O,3,3,-3,0,0,4,0,-1.3,-1,-6
CCN1CCN(CCOc2cccc(Cl)c2Cl)CC1,-17,-9,17,12,11,5,·,-1.4,-8,3
Cc1c(NC(=O)C(C)OC(=O)CCc2ccccc2)c(=O)n(-c2ccccc2)n1C (configuration not stated),-3,-8,3,-2,-2,-13,-5,-2.0,3,·
CC(=O)Nc1ccc(NC(=O)CNC(=O)c2sc3ccccc3c2Cl)cc1,22,10,-22,0,13,-16,-3,-2.1,42*,-22
CCN1CCN(CCCNC(=O)c2ccc(NC(=O)C3=C(C)OCCS3)cc2)CC1,0,6,0,-5,-1,-7,0,-1.8,-2,-7
Cc1cccc(NC(=O)c2c(F)c(F)c(F)c(F)c2F)c1,9,-10,-9,3,12,6,-2,-1.7,-2,2
COc1cccc(-n2c(=O)c3sccc3n(CC(=O)NCC3CCCO3)c2=O)c1 (configuration not stated),-8,-3,8,-1,-2,-18,39*,-2.8,-4,2
COc1cccc(NC(=S)N2CCN(S(=O)(=O)c3ccccc3)CC2)c1,-2,-7,·,0,13,8,-1,-2.5,-8,16
O=C(Cn1nc(-c2cccc([N+](=O)[O-])c2)c2ccccc2c1=O)Nc1cccnc1,6,·,-6,1,·,-6,-2,-3.2,14,·
Nc1nonc1C(=O)NCCNCc1ccccc1OCc1ccccc1F,7,·,-7,0,0,-11,74*,-1.4,-9,·
C/C(Cl)=C/Cn1c(N2CCCC2)nc2c1c(=O)n(C)c(=O)n2C,5,·,-5,0,-4,3,1,-0.8,3,7
C=CCN1C(=O)c2ccc(C(=O)N3CCN(S(=O)(=O)c4cccc(F)c4)CC3)cc2C1=O,-13,2,13,-3,3,3,4,-2.4,-6,18
O=C(Nc1ccccc1Cl)O/N=C/c1ccc(F)cc1,1,9,-1,-3,-3,-4,-1,-0.4,-3,-1
Cc1ccc(S(=O)(=O)n2cnc3ccccc32)cc1[N+](=O)[O-],-13,0,13,-3,6,-12,1,0.0,-5,2
COc1ccccc1NC1=NC(c2ccc(Cl)cc2)N=C(N)N1 (configuration not stated),6,·,-6,3,·,-12,2,-3.5,-2,·
CCCCNCCOCCSc1ccc(Cl)cc1,-27,16,27,16,-8,-10,-3,-1.1,0,-8
CCN(CC)c1nc2ccccc2[nH]c1=O,-14,-18,14,·,·,5,-4,-0.2,-9,3
COc1cc(-c2ccc(Nc3ccccc3C(=O)O)c(OC)c2)ccc1Nc1ccccc1C(=O)O,9,-4,-9,80*,-32,-5,-6,3.5,-16,6
Nc1nn(-c2ccccc2)nc1C(=O)OCc1ccccc1,·,40,·,-8,7,-19,-8,-1.4,-6,-22

Screens as filed in PubChem BioAssay.
